SMARCA2 act: activators of SMARCA2 function; MG213 cells, MMTV-luciferase reporter, dexamethasone, overnight; activation, % at 9.1 µM; 370,000 tested, 1% active; in the data active means activation above about 7.8%;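 further: 0% = vehicle wells and 100% = reference activator wells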
hcDAF12 agonist: H. contortus DAF-12 activation, primary screen; HEK293 hcDAF-12 lit1-tk-luc reporter, luminescence; 0% DMSO, 100% Δ7-dafachronic acid; 370,000 tested, 1.4% active; activation, % at 6.8 µM; AID 652067;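 active means activation above the mean of all tested compounds plus 3 SD, cut at about 5.5% in these data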;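 further: 100% = response to 3 µM Δ7-dafachronic acid high control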
DAX1 inh-1: inhibits human nuclear receptor DAX1; P51843; HEK293 Gal4-DAX1 luciferase reporter, luminescence; inhibition, % at 6.75 µM; 340,000 tested, 0.99% active; AID 504766;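 active means inhibition above the mean over all tested compounds plus 3 SD, cut at about 4.2% in these data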;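 further: 0% = DAX1-transfected cells with DMSO and 100% = empty-vector control cells with DMSO; inhibition shows as a rise in luminescence from relieved DAX1 repression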
Target sequence (P51843 207-470 limits assumed): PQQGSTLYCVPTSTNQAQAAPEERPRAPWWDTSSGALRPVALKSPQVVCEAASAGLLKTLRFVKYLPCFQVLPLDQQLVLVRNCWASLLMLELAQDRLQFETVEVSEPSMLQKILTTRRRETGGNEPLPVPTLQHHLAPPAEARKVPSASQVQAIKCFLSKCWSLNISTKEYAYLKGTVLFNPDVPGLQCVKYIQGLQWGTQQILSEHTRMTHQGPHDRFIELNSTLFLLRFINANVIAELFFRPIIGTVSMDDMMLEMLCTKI
ADAM10 inh: inhibitors of human ADAM10 | O14672 | recombinant ADAM10, EDANS/DABCYL FRET peptide cleavage, 3 h | inhibition, % at 7 µM | 370,000 tested, 0.62% active;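 active means inhibition above a per-campaign cutoff equal to the mean of compounds falling between control-based bounds plus 3 SD, cut at about 20% in these data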;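 further: 0% = DMSO wells while the 100% control is not disclosed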
Target sequence (O14672 214-748 limits assumed): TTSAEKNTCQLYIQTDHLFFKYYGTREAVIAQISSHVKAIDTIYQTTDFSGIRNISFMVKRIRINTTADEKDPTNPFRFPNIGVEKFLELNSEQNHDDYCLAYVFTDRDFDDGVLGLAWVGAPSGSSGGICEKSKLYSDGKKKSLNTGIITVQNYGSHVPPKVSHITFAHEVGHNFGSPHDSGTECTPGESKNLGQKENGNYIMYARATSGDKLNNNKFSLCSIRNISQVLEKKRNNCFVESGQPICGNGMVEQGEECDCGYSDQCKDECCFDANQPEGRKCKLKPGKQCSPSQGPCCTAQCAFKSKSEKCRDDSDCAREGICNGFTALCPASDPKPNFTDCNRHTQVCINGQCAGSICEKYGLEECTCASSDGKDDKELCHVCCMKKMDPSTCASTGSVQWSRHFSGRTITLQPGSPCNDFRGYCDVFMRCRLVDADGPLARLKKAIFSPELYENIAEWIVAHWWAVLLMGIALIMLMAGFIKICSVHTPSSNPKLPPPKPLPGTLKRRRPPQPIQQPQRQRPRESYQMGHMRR
GC-A act: GC-A (human) enzyme activation | 370,000 tested, 0.14% active | activation, % at 10 µM | HEK293 GC-A cells, cGMP TR-FRET, EC30 ANP; 0% at EC30 ANP, 100% saturating ANP | P16066; in the data active means activation above about 40%
hgDAF12 agonist: activates the H. glycines DAF-12 receptor ligand-binding domain; AID 687014; 370,000 tested, 1.8% active; HEK293 GAL4-hgDAF12 UAS-luciferase reporter, agonist luminescence; normalized to butyrate control; activation, % at 6.8 µM;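 active means activation above a cutoff set at the mean of all screened compounds plus 3 SD, cut at about 10% in these data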;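 further: 0% = DMSO wells and 100% = sodium butyrate wells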
ssDAF12 agonist: S. stercoralis DAF-12 activation, primary screen; HEK293 ssDAF-12/GRIP1 lit1-tk-luc reporter, luminescence; % of 3 µM dafachronic acid response; activation, % at 6.8 µM; 370,000 tested, 1% active; AID 652126;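 active means activation above the mean over all tested compounds plus 3 SD, cut at about 0.9% in these data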;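 further: 0% = DMSO-only wells and 100% = 3 µM delta7-dafachronic acid wells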
HGIII-sPLA2 inh: Blocks human group III sPLA2 activity; Q9NZ20; QFRET BODIPY PC-A2 liposome hydrolysis, fluorescence; inhibition, % at 12.2 µM; 370,000 tested, 0.56% active; AID 743126;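 active means inhibition above mean plus 3 SD of compounds lying within the high and low control bounds, cut at about 19% in these data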;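 further: 0% = median of test compound wells and 100% = no enzyme DMSO wells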
FXN GAA850 act: increases GAA850 frataxin promoter reporter activity; HEK293 lucGAA850 FXN promoter luciferase reporter, 24 h; percent of 10 µM SAHA response; activation, % at 6 µM; 360,000 tested, 0.56% active; AID 540364;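 active means activation above the average of all compounds screened plus 3 SD, cutoff fixed separately per campaign, cut at about 7.5% in these data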;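 further: 0% = DMSO wells and 100% = 10 µM SAHA wells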
DAX1 inh-2: inhibitors of DAX1 repression of SF-1 activated StAR promoter | inhibition, % at 6.8 µM | HEK293T StAR-luciferase reporter, SF-1/DAX-1 repression relief | 370,000 tested, 1.1% active | AID 652010;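 active means inhibition above the mean over all tested compounds plus 3 SD, cut at about 3.6% in these data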;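 further: 0% = DAX-1 cells with DMSO and 100% = cells lacking DAX-1 with DMSO; higher inhibition means more luminescence from relief of DAX-1 repression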
NPR2 activator: GC-B (human) receptor activation. AID 1920062. activation, % at 10 µM. HEK293-GC-B cells, CNP EC30, cGMP TR-FRET; 0% at EC30 CNP, 100% saturating CNP. 370,000 tested, 0.11% active. P20594;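 active means activation at 10 µM reaching about 35% in either raw or pattern-adjusted values, limit read from the data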
Active calls of the source: *; nt = not tested or not shown.

SMILES	SMARCA2 act	hcDAF12 agonist	DAX1 inh-1	ADAM10 inh	GC-A act	hgDAF12 agonist	ssDAF12 agonist	HGIII-sPLA2 inh	FXN GAA850 act	DAX1 inh-2	NPR2 activator
O=C(CN1C(=O)C2CC=CCC2C1=O)NCC(=O)Nc1ccc(F)c(F)c1 (centres undefined)	1	-1.7	-0.5	-6	2	-0.5	-1.0	-1	-0.9	-1.3	5
CCOc1ccc(/C=C/C(=O)OC(C)C(=O)NC2CCCCC2C)cc1OC (centres undefined)	-1	1.2	-0.2	-79	2	3.1	-1.3	7	0.5	-1.8	-2
C[C@H](CO)N1C[C@H](C)[C@@H](CN(C)C(=O)Nc2ccc3c(c2)OCO3)Oc2ccc(NC(=O)Cc3ccccc3)cc2C1=O	0	0.8	1.4	-5	-1	-0.2	-1.3	-9	-0.5	0.3	2
COc1ccc(CNS(=O)(=O)c2c(C)[nH]c(C)c2C(=O)N2CCCC2)cc1	-2	-0.7	0.5	-7	0	2.2	-0.7	1	0.7	0.3	-5
Cc1ccc(-c2nc(N/N=C/c3cccnc3)c3ccccc3n2)cc1	2	13*	-1.9	4	17	14*	2.9*	-10	-0.7	1.2	1
Cc1ccc(NC(=O)CNCc2ccccc2OCC(=O)Nc2ccc(I)cc2)cc1	5	-3.2	nt	3	-7	4.4	-1.3	7	nt	-0.2	-15
COc1cccc(C(=O)N/N=C(\C)CC(=O)Nc2ccc(N(C)C)cc2)c1	1	3.2	-0.2	-5	-3	6.2	-0.8	1	1.6	-0.1	0
Cc1ccc(CNc2nc3ccccc3n3nnnc23)cc1	2	2.6	-0.4	-5	4	-0.1	-0.2	-8	4.0	1.0	9
O=C(Nc1ccc(CN2CCOCC2)cc1)c1cc(Br)ccc1Cl	0	-3.0	1.5	-6	4	-1.1	-0.8	-3	-0.3	-0.9	3
O=C(CSc1n[nH]c(=O)[nH]c1=O)c1ccc([N+](=O)[O-])cc1	-4	-2.2	-0.3	1	-1	-4.5	-0.7	0	-0.2	-0.1	0
CN1CCC(N(C)S(=O)(=O)c2ccc(Cl)cc2)CC1	-1	0.5	0.8	-1	-2	0.1	-1.2	0	-2.3	0.0	-1
Cc1nc(/C=C/c2ccccc2)[nH]c(=O)c1-c1ccccc1	8	4.9	2.9	-1	-3	12*	0.4	-7	-1.7	2.2	-4
CCOc1ccc(NC(=O)CC(=O)Nc2ccc(OCC)cc2)cc1	4	1.1	-0.6	-1	3	-2.5	-0.9	-27	4.2	0.7	2
CCCOc1ccc(/C(O)=C2\C(=O)C(=O)N(c3ccccn3)C2c2ccccc2F)cc1C (centres undefined)	15*	2.5	0.7	4	7	5.9	-0.8	-14	4.8	0.5	3
CC(=O)N1CCOc2ccc(S(=O)(=O)N3CCN(c4cc(C)ccc4C)CC3)cc21	0	0.2	-0.2	3	-5	-0.3	-1.0	-1	1.7	-0.6	-5
Cc1c(O)ccc(C(=O)COc2ccc(F)cc2)c1O	2	1.4	2.6	16	3	12*	-0.9	-13	2.4	1.0	-7
O=C(NCCCCc1ccccc1)c1cccc(NC(=O)C2CCCCC2)c1	-1	-1.2	0.2	4	-2	2.0	-1.7	-28	-0.9	-1.6	-4
O=C(Nc1sc2c(c1C(=O)O)CCC2)c1ccccc1	5	0.3	1.6	-9	-3	-6.1	-1.1	-9	-1.7	-0.4	-5
Cc1cc(CNC(=O)c2cccc([N+](=O)[O-])c2)c2ccccc2n1	-3	-0.4	0.8	2	-3	0.0	-0.8	-8	-0.2	-0.1	-1
CCN(CC)S(=O)(=O)c1ccc(C)c(NC(=O)CNCCN(C(C)C)C(C)C)c1	-1	0.6	2.0	-7	1	-0.6	-1.1	-7	-1.0	0.2	1
CCOc1ccc(Br)cc1C(=O)N/N=C/c1cccnc1	0	0.6	-0.6	4	-10	0.3	-1.6	5	-0.9	-0.4	-1
O=C(Nc1cccnc1)c1cc(-c2ccc(Br)cc2)on1	0	-1.1	0.3	-7	11	6.7	-1.0	-4	1.7	0.9	-3
CCSc1ccc(C(=O)Nc2cccc(C)n2)cc1[N+](=O)[O-]	-1	1.0	-0.8	2	-3	-3.8	-2.0	0	0.4	-0.5	-4
COc1ccccc1NC(=O)CCN1C(=O)/C(=C/c2cc(OC)c(OC)c(OC)c2)SC1=S	-1	0.0	-0.3	-5	-1	-0.6	-1.4	6	0.5	-0.1	8
CO[C@@H]1CN(C)C(=O)c2ccc(NC(C)=O)cc2OC[C@@H](C)N(C(=O)NC2CCCCC2)C[C@H]1C	1	0.9	nt	-7	2	0.7	-1.6	-2	nt	-0.2	4
SMILES	SMARCA2 act	hcDAF12 agonist	DAX1 inh-1	ADAM10 inh	GC-A act	hgDAF12 agonist	ssDAF12 agonist	HGIII-sPLA2 inh	FXN GAA850 act	DAX1 inh-2	NPR2 activator
CCN(CC(=O)NCc1ccc(F)cc1)C(=O)/C=C/c1ccc(S(=O)(=O)N(CC)CC)cc1	-4	-3.4	-0.6	1	4	-2.8	-1.4	-5	-6.8	-1.0	-5
O=C1CSC(c2ccc(Cl)c(Cl)c2)N1c1nccs1 (centres undefined)	5	0.0	0.4	-7	-2	1.1	-0.8	-2	1.1	1.3	2
O=C(N/N=C/C=C/c1ccc([N+](=O)[O-])cc1)c1cccs1	1	-0.7	0.5	2	-2	4.3	-0.8	0	2.8	-0.2	-12
Cc1occc1C(=O)Nc1ccc2ccccc2c1	7	11*	4.4*	6	-1	14*	1.4*	-5	0.1	2.3	-7
O=C(N/N=C/c1[nH]c2ccccc2c1Cl)c1cccc(Br)c1	-2	-1.8	nt	-357	-7	-1.7	-0.8	-7	-1.5	-0.5	-4
CCO/C(=C/c1sc2ccc(OC)cc2[n+]1CCCS(=O)(=O)[O-])CC	-3	-1.0	2.5	9	0	1.0	-0.9	1	-0.7	-0.1	6
Cc1ccc(Nc2nc(C(=O)NCCCN3CCOCC3)cs2)cc1	-3	-0.3	0.3	13	-4	0.0	-0.5	-7	1.0	0.3	-6
COC(=O)Cn1cnc2sc3c(c2c1=O)CCCC3	2	1.2	0.4	4	1	-2.1	-0.7	1	6.5	-0.2	-1
C=CCNCCOCCOc1ccc(C)cc1Br	-1	0.4	0.6	-8	-1	6.8	-0.1	15	4.0	1.5	-6
O=S(=O)(c1cccc(F)c1)N1CCc2sccc2C1c1ccc(OC(F)(F)F)cc1 (centres undefined)	-2	-1.1	nt	-10	2	0.9	-1.4	10	0.6	-0.3	2
CN(C)/C=C1\SC(=S)N(N2C(=O)C3C4C=CC(C4)C3C2=O)C1=O (centres undefined)	0	-1.0	0.6	4	2	1.8	-1.2	1	2.4	0.1	0
COc1ccc(CCN2C(=O)c3[nH]nc(-c4ccccc4O)c3C2c2cccc(O)c2)cc1OC (centres undefined)	-3	-3.4	-0.2	30*	-6	-5.2	-1.2	-33	7.2	-1.0	-3
O=S(=O)(c1ccc(Cl)s1)N1CCNCC1	0	-1.0	-0.2	-14	0	1.8	-0.7	10	1.7	3.0	2
Cc1ccc(CNC(=O)Nc2nnc([C@H]3C[C@H](O)[C@@H](CO)O3)s2)cc1	0	-3.0	nt	-1	0	-7.2	-1.8	3	0.3	-4.1	1
Cc1cc(C)c(C#N)c(N2CCSCC2)n1	0	0.9	-1.0	-53	-2	-3.5	-0.7	-1	0.7	0.0	-3
CC(=O)c1ccc(NC(=O)c2cc(S(=O)(=O)N3CCOCC3)ccc2C)cc1	2	-0.8	-0.9	0	2	-1.5	-1.2	-6	1.9	-2.0	6
COCCNC(=O)/C(C#N)=C\c1ccc(CNS(=O)(=O)c2ccccc2)o1	-2	0.6	-1.2	0	2	0.4	-0.8	3	0.5	1.2	0
Cc1ccc(C)c(C(=O)CCC(=O)NCc2ccc(Cl)cc2)c1	0	-0.1	-0.1	9	-6	2.3	-1.3	-7	-2.4	-0.1	-1
Cc1cc(C)nc(OC(C(=O)O)C(OCCc2ccccc2)(c2ccccc2)c2ccccc2)n1 (centres undefined)	-1	0.8	-0.8	-1	-14	-0.9	-1.4	-16	0.5	-0.4	-6
N#CCSc1nnc(-c2cccnc2)n1-c1ccccc1	1	-0.5	0.3	3	3	0.9	-0.6	1	0.2	-0.7	-5
CCN(CC(=O)Nc1ccc2c(c1)OCCO2)C(=O)/C=C/c1ccccc1	6	-0.4	1.0	3	-2	0.6	-1.1	1	0.1	0.8	2
CC(=O)N1CCN(S(=O)(=O)c2cccc(C(=O)Nc3ccccc3N3CCOCC3)c2)CC1	1	-0.2	-1.8	5	-3	0.8	-0.3	2	1.9	-0.4	0
Cc1ccc(C)n1NC(=O)c1ccc(Cl)cc1Cl	-1	-0.8	0.1	-6	-12	-0.8	-1.0	-4	-1.2	-0.5	2
Cc1ccc2c(Cl)cc(Cl)c(OCC(=O)NC3CCS(=O)(=O)C3)c2n1 (centres undefined)	1	-0.2	-0.2	-37	-3	-0.5	-1.0	-8	1.0	-0.5	3
COC(=O)C1(NC(=O)NC2CCCCC2)CCCCC1	-3	-0.6	1.1	-4	3	-2.4	-1.9	10	-0.6	-0.6	4

Taken from above.
NPR2 activator with O=C(N/N=C/c1[nH]c2ccccc2c1Cl)c1cccc(Br)c1 reads -4
GC-A act with COC(=O)Cn1cnc2sc3c(c2c1=O)CCCC3 reads 1

Continuation:
SMILES	SMARCA2 act	hcDAF12 agonist	DAX1 inh-1	ADAM10 inh	GC-A act	hgDAF12 agonist	ssDAF12 agonist	HGIII-sPLA2 inh	FXN GAA850 act	DAX1 inh-2	NPR2 activator
NC(=O)CSc1nc(C2CC2)nc2sc3c(c12)CCCC3	5	1.9	5.6*	0	-5	12*	-1.1	7	4.8	0.8	-2
CC(=O)N1CCc2ccc(S(=O)(=O)N3CCN(C)CC3)cc21	0	-0.8	-0.7	0	0	-0.3	-1.2	4	0.9	-0.1	4
CNC(=O)C1CC(=O)N(Cc2ccccc2)C(=Nc2ccc(OC)cc2)S1 (centres undefined)	-2	-0.2	0.9	-3	-1	0.7	-1.2	-5	1.0	0.4	1
O=C(NNc1ccccn1)C(c1ccccc1)c1ccccc1	-2	1.9	-0.5	-108	-8	1.5	-1.3	4	1.5	0.3	-5
CCc1ccc(C(=O)COC(=O)CNC(=O)CNS(=O)(=O)c2ccccc2)cc1	0	-0.4	0.9	-4	-2	2.1	-0.2	3	-0.4	-0.4	2
O=C(CCC(=O)N1CCOc2ccccc21)NCCCN1CCOCC1	-1	0.2	0.8	-9	-1	-1.1	-0.9	2	0.2	0.2	4
CN(C)CCCNC(=S)N1CCN(c2nc(-c3ccccc3)cs2)CC1	-1	-1.2	0.6	11	4	-3.3	-0.4	0	2.9	-0.2	-7
COc1ccc(C(=O)Nc2ccc(N3CCN(C(=O)c4ccccc4C)CC3)cc2)cc1	-3	-3.0	-2.6	-8	1	-2.1	-1.8	3	-5.5	-7.1	3
COC(=O)Cc1cc(=O)[nH]c(/N=C(\N)Nc2ccc(C)cc2)n1	2	0.9	0.9	4	0	-1.3	-1.8	-67	0.9	-0.3	2
O=C(OC1CCOC1=O)c1cncc(Br)c1 (centres undefined)	-1	0.1	0.3	5	1	1.0	-1.1	5	2.5	0.0	-3
